# N370S GC – inhibits or activates N370S mutant glucocerebrosidase. P04062. N370S GC spleen homogenate, 4MU-glucoside fluorescence. Potency, µM (series often up to 59.4 µM), for the others: top-dose activity change, negative = inhibition, most hits filed as inhibitors. actives 0.092% (n = 330,000);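 note: 0% = full enzyme activity and -100% = no enzyme basal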
# FEN1 inh – blocks human flap endonuclease 1 | P39748 | Recombinant FEN1 flap cleavage, fluorescence, 15 min | Potency, µM (series often up to 114 µM), without a hit: top-dose activity change, negative = inhibition, hits mostly inhibitors | actives 0.35% (n = 390,000) | AID 588795; note: nearly all actives have a fitted effect of over 65% in size
# Target sequence (P39748 whole entry, looked up): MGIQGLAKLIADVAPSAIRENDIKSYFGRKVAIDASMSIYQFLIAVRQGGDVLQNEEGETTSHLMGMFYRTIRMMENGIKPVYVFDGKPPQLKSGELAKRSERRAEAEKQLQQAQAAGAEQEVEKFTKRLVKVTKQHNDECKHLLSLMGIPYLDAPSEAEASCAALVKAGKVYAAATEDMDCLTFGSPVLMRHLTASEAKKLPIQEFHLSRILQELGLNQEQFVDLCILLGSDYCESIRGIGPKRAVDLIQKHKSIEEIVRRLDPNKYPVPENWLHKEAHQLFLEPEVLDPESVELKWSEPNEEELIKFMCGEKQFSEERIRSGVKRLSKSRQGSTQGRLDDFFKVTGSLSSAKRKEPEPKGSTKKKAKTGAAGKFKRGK
#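 Quantitative HTS format: each compound was titrated, incubated with 10 nM nuclease for 15 min at room temperature, then challenged with flap substrate at 50 nM final. Signal change over 15 min gave concentration–effect curves.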
# DT40 TDP1 CPT – DT40-hTDP1 cell growth loss with CPT. actives 12% (n = 420,000). chicken DT40 Tdp1-/-;hTDP1 cells + 20 nM CPT, ATP luminescence, 48 h. Potency, µM (series often up to 46.2 µM), for inactives: top-dose activity change, negative = growth inhibition, actives largely listed as inhibitors; note: nearly all actives have a fitted effect of over 55% in size
#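 Chicken DT40 Tdp1-/- cells stably complemented with human TDP1 were seeded at 400 cells/well in medium containing 20 nM camptothecin, exposed to pin-transferred compounds, and grown at 37 °C for at least 48 hr. Viability was read as ATP luminescence.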
# Numbers without * were called inactive; ? = inconclusive; . = not tested or not shown; & = joins results of further samples; [ ] = remark or other dose. Calls come from the whole dose curve; as a rule, active = well fitted curve in the direction sought with a large enough effect; inconclusive = small, poorly fitted or top-dose-only effect, or another doubt; inactive = no such curve, though single readings can be large; an effect the other way counts as inactive or inconclusive. Unless noted, % is set by controls: 0 for no effect and ±100 for the full control effect; potency is the fitted concentration of half-maximal effect.
compound	N370S GC	FEN1 inh	DT40 TDP1 CPT
COc1ccc(NC(=S)Nc2ccc(OCc3ccccc3)cc2)cc1OC	1%	-4%	-29%
CCCC(=O)Nc1ccc(C(=O)NNC(=O)c2ccccc2Br)cc1	2%	-1%	-2%
Cc1[nH]c2ccccc2c1C(=O)C(=O)NCCC1=CCCCC1	7%	-19%	-8%
COc1ccc(-c2ccc(C#N)c(SCC(=O)NCc3ccco3)n2)cc1OC	?	-1%	-7%
O=C(Nc1cccc(O)c1)c1cccc(NC(=O)c2cccs2)c1	-11%	-15%	-28%
CCN1CCCC1CNC(=O)CCc1nc(-c2ccc(C)cc2)no1 (stereo unspecified)	5%	6%	-9%
COC(=O)N/N=C\c1cccc(OC(=O)c2cccs2)c1	-7%	-9%	-2%
Cc1ccc(C)c(C(=O)C(C)Sc2nc3nn(-c4ccccc4)c(=O)c-3c3n2CCCCC3)c1 (stereo unspecified)	-1%	7%	?
COc1ccc(CN(CC(=O)NC(C)C)C(=O)CCC(=O)Nc2nccs2)cc1	-2%	-2%	8%
COC(=O)C(C)Oc1ccc2c(-c3cccc([N+](=O)[O-])c3)cc(=O)oc2c1 (stereo unspecified)	4%	-12%	-15%
O=C1CCC(=O)N1CC(O)COc1ccccc1 (stereo unspecified)	11%	15%	-3%
CC(C)NCC(O)c1ccc(NS(C)(=O)=O)cc1 (stereo unspecified)	0%&6%&3%&-8%	39%	15%&-18%&-3%
COc1ccc(NC(=O)CSc2nc(O)cc(=O)n2-c2ccccc2OC)cc1	1%	-18%	0%
Cn1cccc1C(=O)/C(C#N)=C/c1ccc(F)cc1	0%	-1%	-5%
COc1ccc(Cl)cc1NC(=O)COC(=O)CCCN1C(=O)c2ccccc2C1=O	24%	-5%	-12%
O=C(COc1ccc2ccccc2c1)Nc1ccncc1	-15%	6%	?
CN1CCN(c2ncc3nc(-c4cccs4)c(=O)n(-c4ccccc4)c3n2)CC1	-16%	.	1%
CCc1ccc2[nH]c(=O)c(CN(CCO)C(=O)NCc3ccccc3)cc2c1	-1%	-7%	-29%
O=C(/C=C/c1ccccc1)Nc1ccc(N2CCCCC2)cc1	1%	6%	-20%
COc1ccc(OC)c(S(=O)(=O)N2Cc3ccccc3CC2C(=O)Nc2nccs2)c1 (stereo unspecified)	8%	-5%	?
Cc1ccc2oc(C(Cl)(Cl)Cl)cc(=O)c2c1	13%	-4%	4.6µM*
Cc1occc1-c1nnc(SCC(=O)NC(C)(C)C)n1CC(C)C	-15%	-6%	-5%
Cc1cc[n+](-c2[nH]c(=O)sc2/C=N/NC(=O)c2ccccc2[O-])cc1C	-3%	1%	5%
COc1ccc(Nc2nc(N)nc(CCl)n2)cc1	1%	-8%	23µM*
O=C(COC(=O)CCNS(=O)(=O)c1ccc(Cl)cc1)NCc1ccco1	-7%	-3%	-6%

# An excerpt of these results, with each value named.
> Cc1ccc(C)c(C(=O)C(C)Sc2nc3nn(-c4ccccc4)c(=O)c-3c3n2CCCCC3)c1 (stereo unspecified)
  N370S GC = -1%	FEN1 inh = 7%	DT40 TDP1 CPT = ?
> COc1ccc(CN(CC(=O)NC(C)C)C(=O)CCC(=O)Nc2nccs2)cc1
  N370S GC = -2%	FEN1 inh = -2%	DT40 TDP1 CPT = 8%
> COC(=O)C(C)Oc1ccc2c(-c3cccc([N+](=O)[O-])c3)cc(=O)oc2c1 (stereo unspecified)
  N370S GC = 4%	FEN1 inh = -12%	DT40 TDP1 CPT = -15%
> O=C1CCC(=O)N1CC(O)COc1ccccc1 (stereo unspecified)
  N370S GC = 11%	FEN1 inh = 15%	DT40 TDP1 CPT = -3%

# Next section
compound	N370S GC	FEN1 inh	DT40 TDP1 CPT
Cc1nc(NC(=O)CSc2nnc(-c3ccccc3)c(-c3ccccc3)n2)c(Cl)cc1Cl	20%	3%	23µM*
Cc1ccc(S(=O)(=O)NNC(=O)C(=O)NNS(=O)(=O)c2ccc(C)cc2)cc1	3%	-4%	1%
O=C1CCCN2N=C(SCC(=O)Nc3ccc(Cl)cc3)SC2=N1	3%	6%	-20%
CC(NC(=O)c1cc(S(=O)(=O)N2CCOCC2)ccc1F)c1ccc(-n2ccnc2)cc1 (stereo unspecified)	.	-9%	6%
Cc1cccc(C(=O)N2CCN(c3ccc(N4CCOCC4)nn3)CC2)c1	2%	-1%	-5%
COc1ccc(C(CNC(=O)CNC(=O)c2ccccc2Cl)N2CCCC2)cc1 (stereo unspecified)	0%	11%	0%
COc1cccc2c1cc1c(=O)n(CC(=O)N3CCN(c4cccc(C)c4C)CC3)nc(C)n12	.	0%&7%	4%&-13%
CN(C)CCCNC(=O)/C=C/c1ccc2c(c1)OCO2	-4%	3%	15%
O=C(Nc1ccc2c(c1)OCCO2)C1CCCC1	.	11%	16%
Cn1c(=O)c2c(nc(N3CCN(C(=O)c4ccco4)CC3)n2CCSc2ncccn2)n(C)c1=O	1%	4%	?
CSc1n[nH]c(-c2sccc2OCc2ccc(C)cc2)n1	10%	-5%	-28%
CCNC(=S)N(CCc1c(C)[nH]c2ccc(Cl)cc12)Cc1cccnc1	-24%	-15%	?
Cn1c(=O)n(CC(N)=O)c(=O)c2c1nc1n2CCCN1Cc1ccccc1	-10%	?	-10%
O=C(C[n+]1cc(-c2ccc(Cl)cc2)n2c1CCC2)Nc1nc(-c2ccccc2)cs1	-16%	-8%	?
COc1ccc(NC(=O)C2CCC(CNc3c(N4CCCCC4)c(=O)c3=O)CC2)cc1OC (stereo unspecified)	10%	2%&-3%	-11%&0%
O=C(NNC(=O)c1cccs1)c1ccco1	3%	6%	7%
O=C1CSC(=S)N1N=Cc1cccc2ccccc12	.	11%	-27%
COc1ccc2c(C(=O)CN3CCN(CCO)CC3)c[nH]c2c1	8%	-12%	-5%
CC(=O)Nc1nc(C)c(CCC2OCCO2)c(=O)[nH]1	-1%	0%	-4%
Cc1ccc(-c2nn3c(C)nnc3c3ccccc23)cc1S(=O)(=O)NC(C)(C)CO	-8%	-6%&1%	?
CCOC(=O)N1CCC(NC(=O)C2CCCN(Cc3nc(-c4cccc(C)c4)oc3C)C2)CC1 (stereo unspecified)	-6%	-7%	5.8µM*
O=c1c2sc3nc(N4CCOCC4)c4c(c3c2ncn1C(c1ccccc1)c1ccccc1)CCCC4	.	21%	?
Cc1cc(=O)oc2cc(OC(C)C)ccc12	5%	-13%	-13%
O=C(Oc1ccccc1F)c1nc(SCc2ccc(F)cc2)ncc1Cl	.	-2%	-11%
CCCCNC(=O)OC(C)CNC(=O)OC (stereo unspecified)	7%	-4%	-1%
Cc1ccc(OCCCn2c(=O)sc3ccccc32)cc1	7%	-18%	-3%
COc1ccc(-c2c(C)c3ccc(O)c(CN4CCN(C)CC4)c3oc2=O)cc1OC	.	-15%	-29%
O=C(CN1c2ccccc2Sc2ccccc21)NNC(=S)Nc1ccc(Cl)cc1	1%	-10%	0%
Cc1cccc(C(C)C)c1NC(=O)CN1C(=O)NC(Cc2ccccc2)C1=O (stereo unspecified)	-3%	-6%	9%
CC1(C)CC(=O)C(C(O)c2ccc([N+](=O)[O-])cc2)C(C)(C)N1 (stereo unspecified)	4%	-6%	5%
Cc1ccc(OCC(=O)OC(C)CN2CCCCC2)cc1 (stereo unspecified)	-9%	19%	-6%
COc1ccc(NC(=O)CCN2CCN(S(=O)(=O)c3ccc(OC)cc3)CC2)cc1	-6%	6%	-5%
CCOC(=O)C1=C(C)N(CCCCCC(=O)O)C(=O)NC1c1cccc([N+](=O)[O-])c1 (stereo unspecified)	0%	-3%	0%
CCOc1ccc(-c2cn3c(n2)sc2cc(C(=O)NC(C)C45CC6CC(CC(C6)C4)C5)ccc23)cc1 (stereo unspecified)	.	13%	?
CCc1ccc2[nH]cc(S(=O)(=O)c3ccc(C)c(C)c3)c(=O)c2c1	-8%	15%	?
Cc1nnc(SCC(=O)NC(C)(C)C)n1CCc1ccccc1	-12%	1%	-1%
C=CCC(C#N)(c1ccc(OC)c(OC)c1)c1cnccn1 (stereo unspecified)	-18%	-1%	-2%
CC(=O)C1C(c2ccc(F)cc2)C2C(C)=NN=C2CC1(C)O (stereo unspecified)	27%	3%	0%
O=c1cc(-c2ccccc2)oc2cccc(O)c12	?	18%	-10%&9%&-6%
CC(CNC(=O)Cn1c(-c2cccs2)cc2ccccc21)c1ccccc1 (stereo unspecified)	.	-2%	21µM*
O=C1NC(c2ccccc2)=C(c2ccc3ccccc3n2)C(c2ccncc2)N1 (stereo unspecified)	14%	-12%	-13%
Cc1ccc(C(=O)c2oc3ccccc3c2NC(=O)Cc2coc3c(C)c(C)ccc23)cc1	.	-5%	-2%
CC(C)(Oc1ccc(Cl)cc1)C(=O)OCC(=O)NCCc1ccc(S(N)(=O)=O)cc1	-2%	3%	-17%
O=C(NCc1ccc(Cl)cc1)C1CCN(C(=O)c2ccco2)CC1	0%	13%	-5%
CCCCNC(=O)C1CC(c2ccccc2[N+](=O)[O-])=NO1 (stereo unspecified)	23%	23%	-2%
N#CC(=C=[N-])C1=C(C#N)C(c2ccccc2F)C([n+]2ccccc2)C(O)(C2CC2)N1 (stereo unspecified)	-5%	1%	-5%
O=C(NCC(=O)N1CCN(S(=O)(=O)c2cccs2)CC1)c1ccc(Cl)cc1	-2%	-5%	5%
Cn1c2ccccc2c2ncn(Cc3ccc(F)cc3)c(=O)c21	16%	-11%	-26%
COc1ccccc1CCn1c(=O)c(-c2cccc(F)c2)nc2cncnc21	3%	.	-2%
O=C(CCN1CCN(CCO)CC1)Nc1ccccc1	0%	1%	-6%

# Later entries.
compound	N370S GC	FEN1 inh	DT40 TDP1 CPT
CN(C)c1nc(OCCOC(=O)Nc2ccc(Cl)cc2Cl)nc(N(C)C)n1	13%	-11%	-24%
COC(=O)C(Cc1cnc(Cl)s1)(C(=O)OC)c1ccc([N+](=O)[O-])cc1[N+](=O)[O-]	-6%	3%	?
Cc1ccc(S(=O)(=O)N2CCCC2)cc1C(=O)N1CCN(Cc2ccccc2)CC1	-5%	-6%	-20%
Cc1ccccc1NC(=O)c1cc2ccccn2n1	19%	-2%	?
CC(C)N(C)Cc1nnnn1CC(=O)N(C)Cc1ccc(F)cc1	0%	48%[activator]	15%
COc1ccccc1N(CC(=O)N/N=C/c1ccc(SC)cc1)S(C)(=O)=O	14%	-2%	-20%
O=C(CN1C(=O)NC2(CCCCC2)C1=O)Nc1ccc(S(=O)(=O)N2CCOCC2)cc1	2%	-5%	-3%
O=C(C1=C(O)C(=O)N(CC2CCCO2)C1c1ccccc1Cl)c1ccco1 (stereo unspecified)	-6%	9%	-9%
COc1ccccc1NCCC(=O)OCC(=O)Nc1cc([N+](=O)[O-])ccc1F	.	-20%	-5%
COc1ccc(-c2cn(-c3ccc(C)c(Cl)c3)c(=S)[nH]2)cc1OC	-7%	4%	?
Nc1c(C(=O)NC2CCCC2)sc2nc(-c3cccs3)ccc12	-2%	-8%	-17%
Fc1ccc(CNc2ccc(N3CCN(Cc4ccccc4)CC3)cc2)cc1	-3%	-4%	?
Clc1cccc(Nc2ncnc3ccc(Br)cc23)c1	-21%	-24%	26µM*
Cc1ccc(C(C)C)c(OCC(=O)OCc2c(C)noc2C)c1	-3%	5%	-4%
CN(C)/C=C(\C(=O)c1cccc(Cl)c1)c1nnnn1-c1ccccc1	2%	-16%	-1%
CCOC(=O)c1ccccc1NC(=O)CSc1cn(CC(=O)N2CCCCCC2)c2ccccc12	.	4%	?
Nc1c(C(=O)O)sc2nc3c(cc12)CCCC3	-21%	5%	3%
O=C(O)c1cccc(NS(=O)(=O)c2cccc3nsnc23)c1	1%	31%	-35%
COc1ccc(NS(=O)(=O)c2cccc(NC(=O)COc3ccccc3[N+](=O)[O-])c2)cc1	.	8%	?
COc1ccccc1Cn1c(=S)[nH]c2cc(C(=O)N3CCN(c4ccccc4OC)CC3)ccc2c1=O	-1%	-7%	?
O=S(=O)(Cc1ccccc1Cl)NCCc1ccccc1	6%	15%	-3%
COCCCN(Cc1ccccn1)S(=O)(=O)Cc1ccccc1	-7%	8%	6%
Cc1ccc(/C=C2\SC(=O)N(CCC(=O)N3CCN(C)CC3)C2=O)cc1	-9%	-101%	18µM*
COc1cc(OC)c2ccc(=O)oc2c1C(CC(=O)N1CCOCC1)c1ccc2c(c1)OCO2 (stereo unspecified)	-1%&15%	-11%&15%	-3%
O=C(O)c1ccc(CSc2nnc(COc3ccccc3)o2)cc1	-2%	3%	-2%
COc1ccc(C2/C=C\CN(C(=O)C3CCCC3)C(C)C(=O)N2Cc2ccc(F)cc2)cc1 (stereo unspecified)	-8%	4%	.

# Source: PubChem BioAssay (National Center for Advancing Translational Sciences (NCATS))

# Not all compounds are listed, so the mix of outcomes need not match the whole.
